PP1 inh = blocks human PP1-alpha phosphatase, a PP5 counter-screen | P62136 | purified PP1alpha, OMFP fluorescence | inhibition, % at 6.7 µM | actives 0.9% (n = 320,000) | AID 2235;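 active means inhibition above the mean inhibition of all tested compounds plus 3 SD, computed separately for each screening campaign, cut at about 15% in these data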
proCasp7 act = counter-screen: procaspase-7 (human) activation; activation, % at 8.5 µM; recombinant procaspase-7, Ac-DEVD-pNA absorbance 405 nm; D23A/D198A/D206A triple mutant, cannot self-cleave; scale: DMSO 0, 5 µM enzyme 100; AID 463210; actives 0.093% (n = 330,000); P55210;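 active means percent activation above the screen-wide mean plus 3 SD, cut at about 25% in these data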
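System: Uncleavable procaspase-7 mutant enzyme; Amount: 2 µM procaspase-7 mutant as dispensed; Schedule: 1 h compound preincubation, 2 h substrate cleavage, 25 °C; Measured by: 405 nm absorbance of p-nitroaniline; Evaluation: percent activation from buffer-corrected 0–120 min absorbance change; Control set: low DMSO alone, high DMSO plus 5 µM PC-7.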
TPT1 inh = C. albicans TPT1 enzyme inhibition; recombinant caTPT1, FP RNA substrate dephosphorylation; inhibition, % at 5 µM; AID 1962; actives 0.81% (n = 300,000);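 active means inhibition above the mean of all tested compounds plus 3 SD, set per screening campaign, cut at about 24% in these data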;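 further: plate controls were DMSO alone for no effect and ferristatin control at 100 nM for full effect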
procasp3 activ = activates human procaspase-3; P42574; recombinant procaspase-3 D3A, Ac-DEVD-pNA absorbance 405 nm; activation, % at 8.5 µM; actives 0.11% (n = 330,000);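 active means activation above the mean of all tested compounds plus 3 SD, cut at about 21% in these data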;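 further: 0% = DMSO alone and 100% = DMSO wells spiked with extra 5 µM PC-3 D3A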
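material = Procaspase-3 D3A mutant | probe or stimulus = Ac-DEVD-pNA | compound = single dose, 8.5 µM nominal compound, 0.8% DMSO | timing = 1 h preincubation, 2 h reaction | measured by = 405 nm absorbance of p-nitroaniline, reads at 0 and 120 min | benchmarks = DMSO-only low control, 5 µM PC-3 D3A high control | repeats = singlicate, each compound tested once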
Fh CTSL1 inh = blocks F. hepatica cathepsin L1 in PFM18AAP counter-screen. recombinant F. hepatica cathepsin L1, Z-Leu-Arg-MCA fluorescence. AID 1906. actives 0.49% (n = 300,000). inhibition, % at 5.96 µM;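 active means inhibition above the mean of all tested compounds plus 3 SD, set per screening campaign, cut at about 17% in these data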;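 further: 0% = plate median of test compound wells and 100% = 1 µM Z-Phe-Ala-diazomethylketone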
GASC-1 inh = inhibitors of human GASC-1 (JMJD2C) demethylase; GST-JMJD2C(1-420) H3K9me3 demethylation, DELFIA europium; inhibition, % at 2.35 µM; actives 0.069% (n = 330,000);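 active means more than half of a compound's replicate wells show inhibition beyond 50%, single wells judged on their own value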;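 further: signal counts dimethyl H3K9 product captured on neutravidin plate; 0% = median of DMSO wells and 100% = 0.3 times that DMSO median; strong numbers were not always called active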
Target sequence (Q9H3R0 1-420 limits assumed): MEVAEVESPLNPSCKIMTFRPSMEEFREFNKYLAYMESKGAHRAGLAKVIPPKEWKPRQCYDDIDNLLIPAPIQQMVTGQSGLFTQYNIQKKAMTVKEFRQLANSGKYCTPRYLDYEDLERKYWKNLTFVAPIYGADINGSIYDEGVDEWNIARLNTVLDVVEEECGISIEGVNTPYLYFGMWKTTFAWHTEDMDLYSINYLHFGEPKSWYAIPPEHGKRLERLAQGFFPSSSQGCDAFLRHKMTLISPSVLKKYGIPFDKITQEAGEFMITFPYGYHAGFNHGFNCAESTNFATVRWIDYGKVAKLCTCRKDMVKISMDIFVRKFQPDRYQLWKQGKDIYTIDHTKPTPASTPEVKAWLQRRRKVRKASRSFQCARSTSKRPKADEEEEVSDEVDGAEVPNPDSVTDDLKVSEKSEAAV
HCV core dimer = blocks dimerization of HCV core protein | TR-FRET GST/Flag-core106 dimerization, 1536-well | inhibition, % at 5 µM | actives 0.33% (n = 300,000) | AID 1899;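 active means inhibition above the mean of all tested compounds plus 3 SD, set per screening campaign, cut at about 45% in these data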
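test system = GST/Flag-tagged HCV core106 proteins | probe or stimulus = Eu donor and XL665 acceptor anti-tag antibodies | times = compound-protein-antibody incubation 4 h at 22.5 °C | signal = TR-FRET, excitation 340 nm, emission 617 and 671 nm | measure = percent inhibition of core106 dimerization signal | controls = wells lacking GST-core106 and wells with excess unlabelled core106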
PP5 primary = inhibitors of human protein phosphatase 5 (PP5); P53041; purified PP5c, OMFP substrate fluorescence; inhibition, % at 6.7 µM; actives 0.18% (n = 320,000); AID 1987;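 active means inhibition above the campaign's mean inhibition across all tested compounds plus 3 SD, cut at about 9.5% in these data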;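 further: 0% = DMSO only and 100% = 100 µM cantharidin control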
Target sequence (P53041 whole entry, looked up): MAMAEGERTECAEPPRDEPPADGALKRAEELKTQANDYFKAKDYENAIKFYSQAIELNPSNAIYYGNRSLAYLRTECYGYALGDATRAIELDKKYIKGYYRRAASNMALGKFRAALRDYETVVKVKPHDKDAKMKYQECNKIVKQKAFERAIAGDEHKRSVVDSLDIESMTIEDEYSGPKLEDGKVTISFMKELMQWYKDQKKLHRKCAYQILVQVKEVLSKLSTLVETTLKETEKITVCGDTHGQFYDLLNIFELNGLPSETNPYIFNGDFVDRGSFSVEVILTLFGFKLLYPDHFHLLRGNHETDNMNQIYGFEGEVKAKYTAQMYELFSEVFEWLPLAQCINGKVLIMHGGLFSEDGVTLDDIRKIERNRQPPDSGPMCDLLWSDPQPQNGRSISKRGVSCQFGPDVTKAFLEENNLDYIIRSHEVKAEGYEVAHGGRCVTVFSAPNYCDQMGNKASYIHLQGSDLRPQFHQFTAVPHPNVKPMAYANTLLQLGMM
Efflux pump mplx = inhibitors of Candida antifungal efflux pumps expressed in yeast; inhibition, % at 10 µM; actives 0.44% (n = 330,000); S. cerevisiae Candida pump triplex, Nile Red efflux;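 active means plate passing quality check with inhibition over a set limit, or well fluorescence over plate mean plus 4 SD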;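 further: Nile Red retained in pooled yeast measured as flow cytometry median fluorescence; 0% = buffer negative control and 100% = Enniatin B positive control; higher means more Nile Red kept so more efflux inhibition; some compounds called inactive have numbers as strong as hits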
Active calls of the source: *; / = not tested or not shown.

Values in the order: PP1 inh	proCasp7 act	TPT1 inh	procasp3 activ	Fh CTSL1 inh	GASC-1 inh	HCV core dimer	PP5 primary	Efflux pump mplx
S=C(NCc1ccccn1)Nc1cccc(Cl)c1
 : -1.6	3.8	-3.6	-12.3	-2.5	0.1	2.4	1.8	-0.3
COc1ccc(Cl)cc1NC(=O)CN(C)C(=O)c1n[nH]c2ccccc12
 : -2.5	-3.9	-0.4	-12.6	-2.0	-3.7	0.1	-0.8	-0.1
O=[N+]([O-])c1ccc(C(O)CN2CCN(C/C=C/c3ccccc3)CC2)cc1 (configuration not stated)
 : -3.5	5.5	0.2	-1.0	-0.7	-9.6	-2.4	1.2	0.1
CCn1c(=O)c2c(nc(SCC(=O)N3CCC(C)CC3)n2C)n(C)c1=O
 : 4.7	6.8	-1.6	8.3	-2.2	-9.3	11.2	3.2	0.1
O=C(Nc1ccc(S(=O)(=O)N2CCCCCC2)cc1)c1[nH]ncc1[N+](=O)[O-]
 : 57.8*	5.7	-2.8	1.8	-4.0	23.8	15.3	-0.1	-0.1
Cc1cccc(NC(=O)c2ccc(N3C(=O)C4C5C=CC(C6CC56)C4C3=O)cc2)c1 (configuration not stated)
 : 1.6	-9.5	0.3	5.3	-0.4	17.2	-4.7	8.5	0.4
CCCCOC(=O)Nc1ccc(N2CCOCC2)cc1
 : -3.5	7.8	-1.0	-5.2	-2.0	49.2	-1.7	-1.0	-0.1
CCCc1cc(=S)n2c([nH]c3ccccc32)c1C#N
 : -5.6	-18.7	7.1	-12.2	-6.2	-0.3	0.1	3.0	-0.2
COc1ccc(Cn2nnc3c(=O)[nH]c(C4CCCN(C(=O)c5ccccc5)C4)nc32)cc1 (configuration not stated)
 : -0.2	-1.6	-1.4	4.1	-0.1	0.5	22.8	0.1	-0.2
Cc1ccccc1CC(=O)NC1CCN(Cc2ccccc2)CC1
 : 0.2	-9.7	-0.4	12.3	-2.5	-25.4	-3.2	-0.9	-0.1
Cc1cc([N+](=O)[O-])nn1CC(=O)NC(C)c1ccccc1 (configuration not stated)
 : -5.0	8.1	3.1	-14.4	-5.1	13.9	5.6	0.0	0.3
COc1cc(OC)cc(-c2nnc(SCC(=O)Nc3cccc(C(=O)O)c3)s2)c1
 : -0.5	-0.8	-3.9	5.8	0.7	-2.5	2.6	2.0	0.0
O=C(NC(=S)Nc1ncccn1)c1ccc(F)cc1
 : 0.2	-1.8	-1.5	2.8	-1.2	-0.4	-4.0	0.3	-0.1
COCCn1c(=N)c(C(=O)NCc2ccco2)cc2c(=O)n3ccccc3nc21
 : 0.6	-9.8	-4.7	-14.5	0.5	/	10.9	0.0	-0.1
COc1ccc(-n2cc(C(=O)O)c3ccccc3c2=O)cc1
 : 4.0	1.9	-1.4	-7.4	-1.8	38.1	0.1	2.5	0.4
CCCCc1c(O)nc2sc3cc(OC)ccc3n2c1=O
 : -2.7	3.2	-1.7	-3.3	0.8	-10.3	1.9	-0.6	-0.1
COc1ccc2c(Cl)c(C(=O)NCCCn3ccnc3)sc2c1
 : -1.5	4.5	-0.3	1.8	-3.5	0.8	-3.1	1.0	-0.1
Cc1nc2nc[nH]n2c(=O)c1NS(=O)(=O)c1ccc([N+](=O)[O-])cc1
 : 7.4	-7.5	-4.0	0.7	-1.8	-0.8	-4.3	0.8	-0.2
COc1cc(/C=C(\NC(=O)c2cc(OC)c(OC)c(OC)c2)C(=O)NC(C(=O)O)c2ccccc2)cc(OC)c1OC (configuration not stated)
 : -8.4	2.2	-4.7	-10.9	11.0	1.3	-6.4	1.9	-0.1
C=C1CCC[C@]2(C)C[C@H]3OC(=O)C(CNC(C)(CO)CO)[C@H]3CC12 (some centres not stated)
 : -6.4	6.5	1.6	-2.1	0.8	11.3	9.3	-2.4	-0.2
O=C(O)/C=C\C(=O)Nc1ccc(Oc2ccccc2)cc1
 : 0.6	-21.0	3.2	-1.7	3.0	4.3	2.8	3.3	0.1
CC(=O)C1=C(C)N(Cc2ccco2)C(=O)C1(NC(=O)C1CCCCC1)C(F)(F)F (configuration not stated)
 : 0.7	3.9	-1.9	3.7	-2.5	-2.4	-4.8	0.9	0.2
Cc1ccc2nc(Nc3ccc(C)c(Cl)c3)c3nncn3c2c1
 : 2.7	3.4	-1.4	-4.8	0.7	-10.2	2.4	5.1	0.2
CC(C)NC(=O)N(C)C[C@H]1Oc2ccc(NC(=O)NC3CCCCC3)cc2C(=O)N([C@H](C)CO)C[C@@H]1C
 : /	-6.0	/	-0.6	/	-12.4	/	/	0.1
O=C1C2C3C=CC(C3)C2C(=O)N1c1ccc2ccccc2c1 (configuration not stated)
 : -3.4	-0.1	-2.5	3.7	2.0	-15.3	-4.8	2.1	-0.2
Oc1c(CN2CCc3ccccc3C2)cc(Cl)c2cccnc12
 : 31.2*	-9.1	-1.9	9.6	0.4	8.5	4.3	1.7	0.1
CCOC(=O)c1cccnc1SCC(=O)N(CC)c1cccc(C)c1
 : -0.5	1.8	3.6	-8.3	0.2	-2.8	4.4	0.0	0.1
C=CCNC(=S)NNC(=O)c1ccccc1
 : -3.3	-3.4	-4.0	2.2	4.4	0.2	-0.4	-2.1	0.1
O=C(NCCc1ccc(F)cc1)C1CCCO1 (configuration not stated)
 : 0.9	-3.5	0.4	12.6	0.3	0.7	5.0	1.8	-0.1
CCCCC(C(=O)NC1CCCC1)N(Cc1ccccc1)C(=O)c1snc(C(N)=O)c1N (configuration not stated)
 : -0.1	3.5	0.7	4.3	0.9	0.3	5.3	2.4	1.0
CCc1cc(Cn2nc(-c3ccccc3)cc2C(=O)NCC2CC2)on1
 : 0.3	-3.9	1.0	0.1	-1.0	0.5	-0.6	0.5	0.1
Cc1ccc(-c2cc(N)n(-c3ccc(C)cc3)n2)cc1
 : -3.9	9.5	0.5	-2.6	-1.4	3.3	24.8	1.1	0.0
CC(=O)N1CCN(c2ccc(NCc3ccc(C)s3)cc2)CC1
 : -2.0	-13.8	-4.1	1.1	-4.8	-1.7	-5.8	2.6	0.1
CC1CCCC(NC(=O)CCC(=O)N2CCOc3ccccc32)C1C (configuration not stated)
 : -2.3	3.4	2.6	-4.1	2.1	1.0	-8.0	0.3	0.0
O=C(N/N=C/C(Cl)=C/c1ccccc1)c1ccc2c(c1)OCO2
 : -1.9	-2.8	/	-1.9	/	-6.2	/	-0.8	-0.1
CN(C)Cc1c(-c2ccc(Cl)cc2)nc2ccc(Cl)cn12
 : -0.5	3.1	-2.8	3.5	0.1	-5.1	2.4	-0.5	-0.1
CC1COC(C)(CC(=O)NN2C(=O)c3ccccc3C2=O)O1 (configuration not stated)
 : -4.2	0.6	-8.8	4.8	-4.3	3.9	1.2	0.8	0.0
CCN1CCN(S(=O)(=O)c2ccc(Cl)c(C(=O)Nc3ccccc3N3CCOCC3)c2)CC1
 : -1.5	-5.1	0.8	3.3	2.9	-3.6	-2.9	0.8	0.1
O=C1CC(SCc2nc3ccccc3[nH]2)C(=O)N1c1ccc(F)c(Cl)c1 (configuration not stated)
 : 0.0	-0.5	-1.0	-16.5	4.5	-14.8	0.4	2.1	0.1
Cc1[nH]c(=O)[nH]c(=O)c1/C=N/NC(=O)CCCCCNC(=O)OC(C)(C)C
 : -2.8	7.8	-0.6	2.9	-0.1	7.8	-3.0	0.3	-0.1
O=C(CN(CC1CCCO1)C(=O)CNS(=O)(=O)c1ccc(F)cc1)NCc1ccc(F)cc1 (configuration not stated)
 : -0.8	-3.2	-0.3	2.8	0.5	-1.6	1.0	1.3	-0.1
CCOC(=O)c1ccc(NC(=O)C(=O)NCCc2ccc(OC)cc2)cc1
 : -1.3	-8.2	-3.8	-1.1	4.1	0.8	-1.4	1.2	-0.2
Cc1c(NC(=O)Nc2ccc3c(c2)OCO3)c(=O)n(-c2ccccc2)n1C
 : -1.5	-4.6	-5.3	-1.2	3.5	-11.4	-4.3	-0.4	0.0
COCCC(=O)N1CCC(Oc2ccc(C(=O)NCCSC)cc2)CC1
 : -3.4	15.8	2.9	-0.3	-9.3	-19.3	5.8	3.0	0.1
CN(C)S(=O)(=O)c1cccc(C(=O)NC(=S)N(CCC#N)Cc2cccnc2)c1
 : 7.4	-2.6	0.0	-5.6	4.4	-8.0	-1.9	-1.4	0.0
CC1SCC(=NOCc2ccccc2)CS1 (configuration not stated)
 : -2.1	-0.7	-0.9	2.1	-2.6	-4.0	1.2	1.0	0.2
O=C(NC1CCCC1)C1CC(=O)N(CCc2ccccc2)C1 (configuration not stated)
 : 1.4	4.6	-4.2	7.3	-1.5	22.5	-5.7	1.3	-0.2
O=C(Cc1cccs1)NCCn1ccc2ccccc21
 : -1.2	13.4	-2.1	2.2	-3.5	18.5	-12.9	3.2	0.5
O=S(=O)(NCC1CCCO1)c1ccc2c(c1)OCCO2 (configuration not stated)
 : -1.6	-0.7	-2.0	-0.3	-1.3	/	1.7	-1.8	0.1
OCC1CCCN(C(=S)Nc2ccc(Nc3ccccc3)cc2)C1 (configuration not stated)
 : 1.5	-23.0	-2.5	-17.1	0.0	6.8	-14.3	0.8	-0.3
CCC(C)C(NC(=O)OCc1ccccc1)C(=O)OCN1C(=O)c2ccccc2C1=O (configuration not stated)
 : -1.3	4.7	-0.6	-11.2	3.4	-2.9	-1.7	-0.1	0.0
O=C(Cn1cc2c(n1)CCCC2)NCCCN1CCCC1
 : -1.9	6.2	-2.8	16.2	-1.2	-1.8	-1.4	-3.4	-0.2
CCCC(C)C(=O)Nc1ccc(Cl)cc1Cl (configuration not stated)
 : -4.5	7.9	0.0	-5.1	-3.4	-5.1	-0.5	-2.7	-0.1
Cc1ccc(NC(=O)Cn2cc(C=O)c3ccccc32)cc1C
 : -3.1	-0.2	-2.4	11.0	-0.1	-7.6	-18.4	1.4	0.2
Oc1cccc(Nc2nc(-c3ccccc3Cl)nc3ccccc23)c1
 : -1.5	-2.8	4.1	3.4	0.2	-5.8	13.9	2.9	-0.1
c1ccn2cc(CSc3nnc4ccccn34)nc2c1
 : -5.8	-9.5	1.1	-4.2	-5.0	7.7	-0.2	1.5	-0.1

Grouped by structure, the entries above containing a furan ring, fused or not (2)
Values in the order: PP1 inh	proCasp7 act	TPT1 inh	procasp3 activ	Fh CTSL1 inh	GASC-1 inh	HCV core dimer	PP5 primary	Efflux pump mplx
COCCn1c(=N)c(C(=O)NCc2ccco2)cc2c(=O)n3ccccc3nc21
 : 0.6	-9.8	-4.7	-14.5	0.5	/	10.9	0.0	-0.1
CC(=O)C1=C(C)N(Cc2ccco2)C(=O)C1(NC(=O)C1CCCCC1)C(F)(F)F (configuration not stated)
 : 0.7	3.9	-1.9	3.7	-2.5	-2.4	-4.8	0.9	0.2

Bioassay records deposited in PubChem BioAssay by several laboratories.
